Assay outcomes deposited in PubChem by National Center for Advancing Translational Sciences (NCATS).
IDH1 R132H inh – blocks human mutant IDH1 R132H enzyme; hit rate 0.093% among 390,000; O75874; Potency, µM (top dose mostly 76.6 µM), inactives show at the highest dose activity change, negative = inhibition, usual class: inhibitors; IDH1-R132H enzyme, NADPH consumption, diaphorase/resazurin fluorescence; AID 602179; also: potency is read from the fitted curve at half-maximal effect; % is scaled to controls: 0 for no effect and ±100 for the full control effect; nearly all actives have a fitted effect of over 65% in size
Target sequence (O75874 whole entry R132H, stated change not applied): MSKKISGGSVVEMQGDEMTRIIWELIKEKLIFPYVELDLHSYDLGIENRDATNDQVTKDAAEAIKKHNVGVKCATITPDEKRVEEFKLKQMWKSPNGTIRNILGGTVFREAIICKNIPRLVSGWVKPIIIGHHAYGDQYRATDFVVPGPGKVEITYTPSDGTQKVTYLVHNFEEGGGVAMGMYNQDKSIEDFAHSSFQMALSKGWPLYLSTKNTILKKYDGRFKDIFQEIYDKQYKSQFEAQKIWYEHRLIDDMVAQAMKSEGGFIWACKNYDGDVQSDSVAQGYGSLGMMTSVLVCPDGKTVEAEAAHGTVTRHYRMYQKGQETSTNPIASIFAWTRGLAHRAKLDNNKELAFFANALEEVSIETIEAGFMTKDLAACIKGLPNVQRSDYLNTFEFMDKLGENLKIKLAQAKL
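IDH1-R132H (0.5 ug/mL) preincubated 30 min with compound, then NADPH (0.016 mM) and alpha-KG (2 mM) added; 80 min at RT, pH 7.5. Remaining NADPH coupled via diaphorase/resazurin to fluorescence (540/590 nm); concentration-response curves normalized to no-enzyme control.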
TRHR enhancer – allosterically enhances the human TRH receptor. AID 493056. TRHR cells, fluo-8 calcium fluorescence, EC20 TRH enhancement. P34981. hit rate 0.66% among 360,000. enhancement, % at 2 µM; in the data active = enhancement above about 30%; also: 0% is about no effect
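TRHR-expressing cells loaded with fluo-8 calcium dye were read kinetically (ex 480/em 530) during compound addition, then stimulated with an EC20 of TRH (10 nM final). Enhancement of the Gq-mediated intracellular calcium response was scored.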
PI4K2A inh – blocks human PI4K2A kinase activity | Q9BTU6 | purified PI4K2A, ADP-Glo luminescence, 1 h; stronger effect = lower value | activity change, negative = inhibition, % at 76.9 µM | hit rate 0.13% among 420,000 | AID 1346378; in the data active = activity change below about -50%; inconclusive = mostly about -30% to -49%;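 also: -100% = wells without enzyme as full effect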
Target sequence (Q9BTU6 whole entry, looked up): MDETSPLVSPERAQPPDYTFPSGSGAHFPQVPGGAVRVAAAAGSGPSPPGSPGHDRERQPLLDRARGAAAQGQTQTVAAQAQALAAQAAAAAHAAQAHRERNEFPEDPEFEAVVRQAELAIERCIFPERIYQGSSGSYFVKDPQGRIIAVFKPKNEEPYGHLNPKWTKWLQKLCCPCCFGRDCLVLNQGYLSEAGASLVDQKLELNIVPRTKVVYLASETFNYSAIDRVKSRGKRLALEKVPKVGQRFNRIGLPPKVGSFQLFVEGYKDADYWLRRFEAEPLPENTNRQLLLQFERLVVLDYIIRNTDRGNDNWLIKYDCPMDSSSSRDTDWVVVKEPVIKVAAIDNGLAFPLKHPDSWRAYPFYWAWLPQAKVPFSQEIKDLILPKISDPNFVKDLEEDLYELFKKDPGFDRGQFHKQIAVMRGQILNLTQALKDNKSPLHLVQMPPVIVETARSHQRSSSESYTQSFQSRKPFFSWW
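In this quantitative HTS, ADP production by PI4K2A was quantified luminescently after 1 h at ambient temperature; 100 microM adenosine served as plate-quality control.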
USP1-UAF1 inh – blocks the human USP1/UAF1 deubiquitinase complex. O94782. Potency, µM (top dose mostly 57.1 µM), inactives show at the highest dose activity change, negative = inhibition, hits mostly inhibitors. recombinant USP1/UAF1, Ub-Rhodamine cleavage fluorescence. hit rate 0.23% among 390,000; also: potency is read from the fitted curve at half-maximal effect; % is scaled to controls: 0 for no effect and ±100 for the full control effect; nearly all actives have a fitted effect of over 60% in size; inactives centre near -12
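1 nM enzyme complex + cpd, 15 min RT; start with Ub-Rho 150nM final; kinetic fluorescence ex 480/em 540, 6 reads q60 s. Buffer 50mM HEPES pH 7.8, 0.5mM EDTA, 0.1 mg/ml BSA, 1mM TCEP, 0.01% Tween-20.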
TRHR agonist – TRH receptor (human) agonism; hit rate 0.18% among 360,000; activation, % at 2 µM; AID 493084; TRHR cells, calcium flux fluo-8, FDSS agonist mode; P34981; in the data active = activation above about 30%; also: 0% is about no effect
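Read-out: compound-evoked intracellular calcium rise in TRHR cells, fluo-8 dye, kinetic FDSS fluorescence at 1 s/cycle following a 10-cycle baseline. Cells cultured overnight before dye loading (30 min–1.5 h, RT).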
TrxR1 substrate – substrates of rat thioredoxin reductase 1; O89049; purified TrxR1 substrate turnover, NADPH consumption readout; Potency, µM (titrated, usually from 114 µM), for the others: at the highest dose activity change, negative = substrate turnover; hit rate 0.01% among 390,000; also: potency is read from the fitted curve at half-maximal effect; % is scaled to controls: 0 for no effect and ±100 for the full control effect; nearly all actives have a fitted effect of over 50% in size
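Rat TrxR1, dispensed at 90 nM, was prereduced with 400 uM NADPH (final) for 5 min at ~22 deg C, then incubated with compound 15 min before 400 uM selenite. A first-read NADPH fluorescence drop versus no-compound background flagged substrates.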
D2 agonist – activates the human D2 dopamine receptor. P14416. HEK293 T-REx D2 cells, calcium flux agonist mode. activation, % at 2 µM. hit rate 0.53% among 340,000. AID 485358;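 active = activation over 3 SD above normal in the single-dose calcium agonist read, cut at about 30% in these data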; also: 0% is about no effect
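Tetracycline-induced HEK293 T-REx cells with force-coupled D2 receptor, plated overnight at 30 C, loaded with no-wash calcium dye. After a 10 s baseline, compound was pin-added and calcium flux read kinetically for 180 s; calcium rises flagged agonists.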
rTrxR1 inhibitor – inhibitors of rat thioredoxin reductase 1. O89049. recombinant rTrxR1, NADPH fluorescence consumption, selenite substrate. Potency, µM (highest dose often 114 µM), without a hit: at the top dose activity change, negative = inhibition, hits mostly inhibitors. hit rate 1% among 390,000. AID 588453; also: potency is read from the fitted curve at half-maximal effect; % is scaled to controls: 0 for no effect and ±100 for the full control effect; nearly all actives have a fitted effect of over 65% in size
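Rat TrxR1 (90 nM in the dispensed reagent) was pre-reduced with 400 uM NADPH for 5 min at room temperature, then incubated with compound for 15 min. After 400 uM selenite was added, NADPH fluorescence (Ex 340/Em 450 nm) was followed for 8 min.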
D2 antagonist – D2 dopamine receptor (human) antagonism; AID 485344; HEK293 TREx D2 cells, calcium flux, dopamine EC80; P14416; hit rate 2% among 340,000; inhibition, % at 10 µM; in the data active = inhibition above about 30%; also: 0% is about no effect
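Compounds are added to dye-loaded, induced HEK293 T-REx cells coupled to calcium release via D2; after a 3 min kinetic read an EC80 dopamine stimulus is given and fluorescence is recorded for 3 more min.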
An asterisk follows results filed as active; ? = inconclusive; · = not tested or not shown; & = joins results of further samples; [ ] = another dose, or the depositor's remark. Unless noted, calls follow the shape of the dose curve; as a rule, active = well fitted inhibition curve with a large enough effect; inconclusive = small, poorly fitted or top-dose-only effect; inactive = no such curve, though single readings can be large or run the other way.

SMILES | IDH1 R132H inh | TRHR enhancer | PI4K2A inh | USP1-UAF1 inh | TRHR agonist | TrxR1 substrate | D2 agonist | rTrxR1 inhibitor | D2 antagonist
COc1ccccc1N1CCN(C(=O)c2cc3c(=O)n(C)c4ccccc4c3s2)CC1 | 46%[activator] | 28 | 0 | -24% | -1.1 | 3% | -1.0 | 7% | ·
Cn1nc(-c2ccccc2)c(CO)c1Sc1ccccc1 | 18% | -4 | 0 | -21% | -0.5 | 9% | 0.4 | 20% | 4
COC(=O)CNc1n[nH]c(=S)[nH]c1=O | 12% | -1 | 3 | -13% | -0.2 | -16% | 0.7 | 9%[57.1 µM] | 6
Cc1cc(=O)n(CNC(=O)c2ccccc2)c(=S)[nH]1 | 4% | 0 | -2 | -7% | 0.9 | 2%[2.29 µM] | 0.0 | 4%[2.29 µM] | -8
Cc1noc(C)c1S(=O)(=O)N1CCC(C(=O)N2CCN(c3ccccc3)CC2)CC1 | 7% | 4 | 2 | -1% | 0.1 | -7% | · | 4% | ·
CCOC(=O)c1oc2cc(OC(C)=O)ccc2c(=O)c1-c1ccc(OC)c(OC)c1 | 29µM* | 5 | 0 | -7% | 0.1 | -6% | -0.3 | -5% | -14
CN(C)c1ccc(C(=O)N(Cc2ccccc2)Cc2ccccc2)cc1 | 5% | -7 | 3 | -13% | 0.1 | 0% | 0.7 | 2% | 14
COc1ccc2cnn(-c3ccc(C)cc3)c(=O)c2c1OC | 7% | -5 | -8 | -20% | 0.0 | -15%[57.1 µM] | 0.3 | 0%[57.1 µM] | 4
O=C(c1cnn(C(=O)c2ccc(O)cc2)c1)c1ccccc1O | · | 3 | · | · | -0.4 | · | -0.1 | · | -16
CCOc1ccc2cc(-c3nnc(Nc4ccc(C)cc4)s3)c(=O)oc2c1 | -2% | 0 | 12 | -7% | 3.3 | 1% | 0.4 | 13% | ·
CCOc1ccc(C(=O)Nc2cc(C)c3c(=O)oc4ccccc4c3n2)cc1 | 2% | -10 | -2 | -12% | 0.4 | 3% | 0.7 | 12% | -25
C[C@H](CO)N1C[C@H](C)[C@@H](CN(C)C(=O)NC2CCCCC2)Oc2ccc(NC(=O)C3CC3)cc2C1=O | 7% | · | -1 | -2% | · | -4%[57.1 µM] | · | -15%[57.1 µM] | ·
COc1ccc(C(=O)NCc2cc(C(C)C)no2)cc1OC1CCN(C(C)C)CC1 | -5% | -10 | 0 | -13% | 0.2 | -3% | · | 2% | ·
COc1ccccc1NC(=O)C(=O)NCCC1CCCCN1S(=O)(=O)c1cccs1 (stereo unspecified) | -8% | 1 | -3 | -21% | 0.7 | -1%[57.1 µM] | -0.3 | 10%[57.1 µM] | -6
Cc1cc(OCC(=O)NCc2ccccn2)c2c(C)c(C)c(=O)oc2c1 | -7% | -1 | -5 | -12% | -0.2 | 65%[activator] | -0.6 | 16% | 11
O=c1c(O)c(-c2cccs2)oc2ccccc12 | 1% | 4 | 2 | ? | 107* | 5% | 42* | -2% | -29
Cc1sc(-c2ccccn2)nc1OC(=O)c1ccc(F)cc1F | 9% | -3 | 1 | -19% | -1.6 | 10%[57.1 µM] | 0.2 | 17%[57.1 µM] | 18
COc1cc2c(cc1OC)-c1cc(Nc3ccc(N(C)C)cc3)nc(=O)n1CC2 | -10% | 7 | -5 | -5% | -1.4 | -6% | -0.2 | 12%[57.1 µM] | 12
NC(=O)C1(N2CCCCC2)CCN(C(=S)Nc2cccc(Cl)c2)CC1 | 1% | 6 | 9 | -2% | 0.6 | 7% | 0.4 | -15%[57.1 µM] | -5
O=C(Nc1c2c(nn1-c1ccccc1)CS(=O)C2)c1ccco1 (stereo unspecified) | 11% | 19 | 2 | -14% | -0.2 | -1% | -0.2 | 2% | 24
CCCn1c(SCC(=O)NCCc2ccccc2)nnc1-c1ccccn1 | -4% | -1 | 6 | -16% | -0.8 | 2%[57.1 µM] | -0.6 | 5%[57.1 µM] | 10
O=C(CSc1nnc(-c2ccco2)o1)c1ccc(F)c(F)c1 | 0% | -9 | 0 | -23% | -1.7 | 6% | -0.1 | 16% | 5
COc1ccc(CNC(=O)C2CCCN(S(=O)(=O)c3ccc(Br)s3)C2)cc1 (stereo unspecified) | -1% | -6 | -1 | -2% | 0.1 | 6%[0.0914 µM] | -0.6 | 8%[57.1 µM] | 10
CCc1ccccc1NC(=O)Cn1c(=O)n(-c2ccc(C)cc2)c(=O)c2c1c1cc(C)ccc1n2C | 6% | 9 | 8 | -10% | 0.5 | 9% | 2.3 | 31% | ·
CC(=O)OCc1cnc(C)c2oc(=O)c(C(=O)Nc3cccc(F)c3)cc12 | 0% | 9 | 7 | -10% | -1.0 | -4%[57.1 µM] | 0.7 | -1%[57.1 µM] | ·

Entries above that bear a hit mark in TRHR agonist.
canonical_smiles | TRHR enhancer | PI4K2A inh | USP1-UAF1 inh | TRHR agonist | TrxR1 substrate | rTrxR1 inhibitor | D2 antagonist
O=c1c(O)c(-c2cccs2)oc2ccccc12 | 4 | 2 | ? | 107* | 5% | -2% | -29

Profiles from above. Values in the order: IDH1 R132H inh, TRHR enhancer, PI4K2A inh, USP1-UAF1 inh, TRHR agonist, TrxR1 substrate, D2 agonist, rTrxR1 inhibitor, D2 antagonist
COc1ccc2cnn(-c3ccc(C)cc3)c(=O)c2c1OC in the list: 7%, -5, -8, -20%, 0.0, -15%[57.1 µM], 0.3, 0%[57.1 µM], 4
COc1ccccc1N1CCN(C(=O)c2cc3c(=O)n(C)c4ccccc4c3s2)CC1 in the list: 46%[activator], 28, 0, -24%, -1.1, 3%, -1.0, 7%, ·

(listing goes on)
SMILES | IDH1 R132H inh | TRHR enhancer | PI4K2A inh | USP1-UAF1 inh | TRHR agonist | TrxR1 substrate | D2 agonist | rTrxR1 inhibitor | D2 antagonist
N#C/C(=C\c1c(N2CCN(c3ccccc3)CC2)nc2ccccn2c1=O)C(N)=O | -2% | 2 | -6 | -13% | 0.3 | 55%[activator] | 6.0 | 10% | 11
CCS(=O)(=O)c1ccc2c(c1)N(S(=O)(=O)c1ccc(Cl)cc1)CC(C(=O)O)O2 (stereo unspecified) | 9% | 1 | -2 | -8% | 0.7 | -17%[57.1 µM] | 1.5 | 25%[57.1 µM] | -11
O=C1NC(=O)/C(=C/c2ccc(OS(=O)(=O)c3ccc(F)cc3F)cc2)N1 | 6% | 5 | -1 | -11% | -1.6 | -14% | -1.9 | -14% | 7
CC(=O)Nc1ccc(NC(=O)CSc2nc3[nH]ncc3c(=O)n2-c2ccccc2)cc1 | 2% | 1 | -1 | 3% | 0.5 | -4% | 0.0 | 6% | -6
NC(=O)C1(c2ccccc2)CCOCC1 | 7% | 5 | 2 | -16% | 0.7 | 2% | 0.5 | 12%[57.1 µM] | -9
CCCN(C(=O)c1cnccn1)c1c(N)n(Cc2ccccc2)c(=O)[nH]c1=O | 0% | -5 | 4 | -14% | 0.4 | 8% | 1.3 | 16% | -18
COC(=O)C(Cc1ccc(OC(=O)c2ccc(C)cc2)cc1)N1Cc2ccccc2C1=O (stereo unspecified) | 0% | 5 | -2 | -1% | 0.4 | 6%[57.1 µM] | -0.6 | 13%[57.1 µM] | 3
Cc1ccc(CNS(=O)(=O)c2ccc3oc(C(=O)O)c(C)c3c2)cc1 | 5% | 1 | -1 | -20% | -0.1 | 2% | 0.9 | 5% | -9
Cc1nc2scc(C)n2c(=O)c1S(=O)(=O)NC(C)c1ccccc1 (stereo unspecified) | -1% | -1 | -1 | -14% | 0.2 | 21% | -0.1 | ? | -1
CCOC(=O)Nc1ccc2c(COC(=O)CNS(=O)(=O)c3ccc(NC(C)=O)cc3)cc(=O)oc2c1 | 0% | 3 | 1 | -10% | -0.1 | 196%[activator] | -0.8 | 44%[activator] | -5
O=c1c2c3c(sc2n2cnnc2n1CCc1ccccc1)CCCC3 | 9% | -12 | 5 | -9% | -0.8 | 10% | -0.1 | 25% | -13
CCC(NC(=O)C1CCCO1)c1ccccc1 (stereo unspecified) | 0% | 10 | 3 | ? | 0.9 | -5% | 0.2 | 15%[57.1 µM] | 15
O=C(NC1CCCCCCC1)C1c2ccccc2C(=O)N1Cc1cccs1 (stereo unspecified) | 4% | 1 | -2 | 3% | -0.3 | -10% | 0.5 | -9% | -1
CS(=O)(=O)N1N=C(c2ccc(Br)cc2)CC1c1ccc2c(c1)OCO2 (stereo unspecified) | 6% | 3 | -1 | -18% | 0.3 | 5% | 0.4 | 12% | -26
CC(C)CCn1c(SCC(=O)NC2CCS(=O)(=O)C2)nc2cc(Cl)ccc2c1=O (stereo unspecified) | 3% | 4 | -5 | -12% | 0.0 | 1%[57.1 µM] | 0.0 | 10%[57.1 µM] | -7
Cc1ccc(-c2c(C)n([O-])c3c([n+]2=O)CCCCC3)o1 | 3% | 3 | 1 | -8% | 0.3 | -5% | 0.6 | -11% | 1
CC(=O)Nc1c(C)ccc(CNC(=O)COc2cc(C)ccc2C)c1C | -7% | 22 | -1 | -4% | -1.7 | 4%[57.1 µM] | -1.6 | 6%[57.1 µM] | -13
CCOc1ccc(NC(=O)N(Cc2ccc(CC)cc2)Cc2cn[nH]c2-c2ccc(OC)cc2)cc1 | 6% | -1 | 0 | ? | 0.0 | 2% | · | 10% | ·
Cc1c(Cl)cccc1NC(=O)c1oc2ccc(S(=O)(=O)N3CCC4(CC3)OCCO4)cc2c1C | -1% | 22 | -1 | 4% | 0.9 | 1%[57.1 µM] | · | 7%[57.1 µM] | ·
CCOC(=O)c1c(C)n(C)c2ccc(OC)c(NC(=O)CCN3CCSCC3)c12 | 10% | -12 | 2 | 2% | -0.1 | 5% | -0.2 | 22% | 9
CCc1nnc(NC(=O)CSc2nnc3c(C)cc4c(C)ccc(C)c4n23)s1 | 7% | 0 | 2 | -5% | 0.6 | -10% | 0.4 | -11% | -9
Cc1cccc(Oc2nc3c(c(=O)n(C)c(=O)n3C)n2C)c1 | 0%&14% | 2&11 | 3&-6 | -15%&-11% | -0.2&-0.5 | 1%&-2% | -0.4&-0.6 | 18%&14% | 0
